NALP1 yeast inh: blocks the NALP1 inflammasome reconstituted in yeast. 280,000 tested, 0.61% active. S. cerevisiae NALP1/ASC/caspase-1 growth, X-gal OD620, 72 h. inhibition, % at 10 µM; in the data active = inhibition mostly above about 24%, no sharp cut-off; inactive = mostly below about 32%; also: some compounds called inactive have numbers as strong as hits
MEKK2wt PB1 HTS: raises or lowers MEK5 binding to wildtype human MEKK2 PB1 domain; bead flow cytometry, Alexa488-MEK5 binding to MEKK2 WT; actives lie on both sides; binding response (% of control), % at 10 µM; 290,000 tested, 1.1% active; in the data active = binding response below about 67% or above about 130%
FID counter: counter-screen for HCV NS3 helicase inhibitors: DNA intercalator displacement; DNA fluorescent intercalator displacement, fluorescence; 290,000 tested, 0.17% active; inhibition, % at 7.9 µM; in the data active = inhibition above about 37%;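 also: 0% = vehicle and 100% = reference compound; higher means more ethidium bromide displaced from hairpin DNA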
GPR7 antag: blocks human GPR7 receptor signaling; GPR7-expressing cells, fluorescence antagonist assay; AID 1861; inhibition, % at 4.4 µM; 290,000 tested, 1.1% active; in the data active = inhibition above about 16%, passing the limit was not always enough;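 also: cells stimulated with the agonist NPW; 0% = agonist with vehicle and 100% = vehicle without agonist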
OXTR ag: activates the human oxytocin receptor | CHO-OTR cells, Fluo-8 calcium fluorescence; normalized: DMSO 0%, oxytocin 100% | AID 2435 | activation, % at 3 µM | 320,000 tested, 0.32% active | P30559;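 active = activation above the mean of all tested compounds plus 3 SD, cutoff set per screening run, cut at about 20% in these data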;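 also: peak over basal fluorescence ratio from a 100 s FLIPR kinetic read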
Target sequence (P30559 whole entry, looked up): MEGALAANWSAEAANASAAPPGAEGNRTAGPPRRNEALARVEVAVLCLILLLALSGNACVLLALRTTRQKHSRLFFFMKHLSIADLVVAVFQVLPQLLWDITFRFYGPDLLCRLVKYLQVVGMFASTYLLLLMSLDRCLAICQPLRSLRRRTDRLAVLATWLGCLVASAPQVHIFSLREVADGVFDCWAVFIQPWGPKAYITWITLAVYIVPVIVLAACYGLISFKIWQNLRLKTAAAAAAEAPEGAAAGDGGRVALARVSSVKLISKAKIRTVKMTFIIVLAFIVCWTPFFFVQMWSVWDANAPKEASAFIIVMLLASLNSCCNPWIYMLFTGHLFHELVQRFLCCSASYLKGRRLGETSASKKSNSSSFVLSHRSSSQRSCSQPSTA
PfM18AAP inh: PfM18AAP enzyme inhibition; recombinant PfM18AAP, H-Glu-NHMec fluorogenic cleavage; inhibition, % at 7.35 µM; 290,000 tested, 1.2% active; AID 1822;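 active = inhibition above the campaign mean inhibition over all tested compounds plus 3 SD, cut at about 28% in these data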;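 also: 0% = plate median of test compound wells and 100% = 2 mM ZnCl2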
PHOSPHO1 inh: blocks human PHOSPHO1 phosphatase activity; recombinant PHOSPHO1, absorbance phosphatase assay; AID 1565; Q8TCT1; 290,000 tested, 1.1% active; inhibition, % at 13.3 µM; in the data active = inhibition above about 60%
MEKK3 PB1 HTS: MEKK3-MEK5 PB1 interaction, increase or decrease; AID 1529; Q99759; binding response (% of control), % at 10 µM; bead-based flow cytometry, Alexa488-MEK5 binding to MEKK3; actives lie on both sides; 0 = blocked by unlabeled MEK5, 100 = vehicle; 290,000 tested, 1.4% active;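 active = binding response more than 3 SD above or below the average of its plate-row segment, actives on both sides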;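 also: Alexa488 bead fluorescence after subtracting the streptavidin-only scavenger bead signal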
Target sequence (Q99759 whole entry, looked up): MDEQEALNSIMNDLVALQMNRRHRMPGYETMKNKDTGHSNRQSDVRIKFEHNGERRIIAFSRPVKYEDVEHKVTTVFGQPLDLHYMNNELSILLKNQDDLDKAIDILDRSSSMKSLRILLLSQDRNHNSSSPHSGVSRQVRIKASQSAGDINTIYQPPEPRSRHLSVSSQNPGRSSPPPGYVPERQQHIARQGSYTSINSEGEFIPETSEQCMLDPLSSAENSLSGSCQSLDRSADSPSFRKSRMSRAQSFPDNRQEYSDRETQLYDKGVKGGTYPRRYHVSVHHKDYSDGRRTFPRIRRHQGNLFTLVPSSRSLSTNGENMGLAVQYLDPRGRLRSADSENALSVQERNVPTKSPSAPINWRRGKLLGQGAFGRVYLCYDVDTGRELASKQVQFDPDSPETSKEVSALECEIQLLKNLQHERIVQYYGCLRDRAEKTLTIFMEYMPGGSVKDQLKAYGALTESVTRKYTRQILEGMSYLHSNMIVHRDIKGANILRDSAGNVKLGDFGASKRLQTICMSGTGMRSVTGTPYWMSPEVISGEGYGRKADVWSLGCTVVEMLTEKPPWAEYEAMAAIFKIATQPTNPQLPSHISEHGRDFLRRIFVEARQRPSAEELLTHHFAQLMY
MEKK2 mut-MEK5: signal of MEK5 binding to mutant human MEKK2 PB1 domain | bead flow cytometry, Alexa488-MEK5 binding to MEKK2 mutant | percent response, % at 10 µM | 290,000 tested, 0.35% active | AID 1530; in the data active = percent response above about 24%, passing the limit was not always enough; also: inactives centre near 1; some results filed as inactive read as strong as hits; reference of the scale not given here
* hit, by the source's call; · = not tested or not shown. An unsorted share of the library. Share with any hit: about 6.2%.

Abbreviations: A = NALP1 yeast inh; B = MEKK2wt PB1 HTS; C = FID counter; D = GPR7 antag; E = OXTR ag; F = PfM18AAP inh; G = PHOSPHO1 inh; H = MEKK3 PB1 HTS; I = MEKK2 mut-MEK5
#1 CC(NC(=O)NC(=O)c1cccc([N+](=O)[O-])c1)C1CC1 (configuration not stated)
  A: 2	B: 99	C: -9	D: -23	E: ·	F: 7	G: 75*	H: 99	I: 0

#2 CC(CN1CCCC1)OC(=O)C(c1ccccc1)c1ccccc1 (configuration not stated)
  A: -7	B: 110	C: 9	D: -7	E: -0.4	F: -2	G: -3	H: 104	I: 3

#3 COc1ccc(NS(=O)(=O)c2ccc(N3CCOCC3)c(NC(=O)c3ccc(OC)cc3)c2)cc1
  A: 25	B: 102	C: -26	D: -9	E: -2.6	F: 5	G: 14	H: 105	I: -2

#4 CCOc1ccc(NS(=O)(=O)c2ccc(NC(=O)c3cccnc3)c(OC)c2)cc1
  A: 15	B: 85	C: -17	D: 11	E: 2.4	F: -5	G: -8	H: 74	I: -10

#5 O=c1cc(CSc2nnc(Nc3ccccc3)s2)nc2sccn12
  A: 3	B: 102	C: -13	D: -16	E: 2.0	F: 1	G: 45	H: 102	I: 6

#6 COc1ccc(NC(=S)NCCc2ccccc2OC)c(OC)c1
  A: 0	B: 102	C: -12	D: -6	E: -0.6	F: 5	G: 20	H: 103	I: 4

#7 Cc1ccc(N2C(=O)c3ccccc3C2C(=O)c2ccc(C)c(C)c2O)cc1 (configuration not stated)
  A: 19	B: 92	C: -6	D: 5	E: -3.7	F: 42*	G: 43	H: 91	I: -9

#8 O=C(c1ccc(S(=O)(=O)N2CCCCC2)cc1)N(c1ccccn1)C1CCCCC1
  A: -3	B: 86	C: -20	D: -15	E: -0.5	F: 2	G: 32	H: 86	I: -15

#9 COc1ccc2cc(CCl)c(Cl)nc2c1
  A: 7	B: 98	C: 6	D: -5	E: -1.6	F: 1	G: 34	H: 98	I: -1

#10 Cc1nc([N+](=O)[O-])nn1C12CC3CC(CC(Br)(C3)C1)C2
  A: 7	B: 93	C: 0	D: -2	E: 0.3	F: 14	G: 93*	H: 91	I: -6

#11 O=[N+]([O-])c1ccc(C=Nc2ccc(Cl)c([N+](=O)[O-])c2)s1
  A: 11	B: 92	C: 3	D: -8	E: ·	F: -3	G: 39	H: 84	I: 0

#12 Cc1c(NC(=O)c2ccc(CN3CCc4ccccc4C3)cc2)c(=O)n(-c2ccccc2)n1C
  A: ·	B: 108	C: -2	D: -1	E: 0.5	F: 1	G: 0	H: 105	I: 2

#13 COc1cc2c(cc1OC)C(C)N(C(=O)c1cc3c(C)cc(C)cc3[nH]1)CC2 (configuration not stated)
  A: 0	B: 94	C: -41	D: -42	E: -0.2	F: 7	G: 19	H: 102	I: -4

#14 O=C(NCCS(=O)(=O)c1ccc(Cl)cc1)c1ccc(F)cc1
  A: -13	B: 94	C: -6	D: -2	E: 0.7	F: -1	G: 24	H: 105	I: -1

#15 COc1ccc(-c2cn(-c3ccc(Br)cc3)c3[n+]2CCS3)cc1
  A: -11	B: 102	C: 3	D: -5	E: -0.1	F: 2	G: -14	H: 98	I: 0

#16 COc1ccc(OCC(O)CNC(=O)c2c(-c3ccccc3)noc2C)cc1 (configuration not stated)
  A: 10	B: 88	C: -11	D: -10	E: -0.4	F: -1	G: 3	H: 92	I: -21

#17 OC1(c2cccc(C(F)(F)F)c2)CCN(c2ccc(-c3ccccc3)nn2)CC1
  A: 7	B: 93	C: -10	D: -12	E: -1.0	F: -2	G: 0	H: 97	I: -5

#18 CCOC(=O)c1n[nH]c(=O)c2ccccc12
  A: 12	B: 82	C: -1	D: -16	E: 0.5	F: 2	G: -31	H: 88	I: -15

#19 Cc1cc2oc(=O)cc(COC(=O)c3n[nH]c4ccccc34)c2cc1C
  A: 8	B: ·	C: -1	D: -5	E: -0.8	F: -4	G: 3	H: ·	I: ·

#20 Cn1c(-c2cc3ccc(OC(=O)C(C)(C)C)cc3oc2=O)nc2ccccc21
  A: -7	B: 101	C: -27	D: -19	E: 0.7	F: 9	G: 32	H: 106	I: 3

#21 COc1cc(/C=C2/C(=N)N3N=C(CC(=O)N4CCOCC4)SC3=NC2=O)ccc1OCc1ccccc1F
  A: 12	B: 93	C: -6	D: -6	E: -0.1	F: 0	G: 13	H: 96	I: -7

#22 COc1cccc(-c2nc(CS(=O)CC(=O)NCc3ccc(F)cc3)c(C)o2)c1 (configuration not stated)
  A: 15	B: 95	C: -41	D: -6	E: -0.7	F: 13	G: 42	H: 93	I: -5

#23 C=CCn1c(COc2ccccc2)nnc1SCC(=O)Nc1ccc2c(c1)OCCO2
  A: -6	B: 101	C: -28	D: -14	E: -1.3	F: -9	G: 29	H: 103	I: -1

#24 O=C1/C(=C/c2ccccn2)SC(=S)N1N1CCOCC1
  A: 11	B: 94	C: 1	D: -9	E: -2.0	F: 1	G: 4	H: 94	I: -11

#25 Cc1nc(-c2ccccc2)nc(Cl)c1Cl
  A: 33*	B: 105	C: 0	D: -8	E: 1.7	F: -13	G: 41	H: 106	I: 2

#26 O=C(CSc1nnc(CNC(=O)c2cccc(C(F)(F)F)c2)o1)NCc1ccco1
  A: 15	B: 109	C: -9	D: 9	E: -0.7	F: 2	G: 21	H: 105	I: 7

#27 CCCC(=O)NCCCc1nc2ccccc2n1C(C)C
  A: ·	B: 113	C: -16	D: 1	E: -1.2	F: 1	G: 5	H: 114	I: 5

#28 O=C(O)CCn1cc(/C=N/O)c(-c2cccc([N+](=O)[O-])c2)n1
  A: 10	B: 100	C: -2	D: -13	E: 0.6	F: -2	G: 28	H: 102	I: -1

#29 COc1ccccc1N1CCN(C(=O)c2ccc3[nH]c(C)c(C)c3c2)CC1
  A: -4	B: 102	C: -54	D: 3	E: 3.2	F: 2	G: 29	H: 105	I: 0

#30 COc1ccc(CCNC(=O)CCNS(=O)(=O)c2cccc(Cl)c2)cc1OC
  A: -5	B: 100	C: -16	D: 7	E: 0.9	F: -4	G: -2	H: 98	I: 1

Fetched one by one from above:
Abbreviations: A = NALP1 yeast inh; B = MEKK2wt PB1 HTS; C = FID counter; D = GPR7 antag; E = OXTR ag; F = PfM18AAP inh; G = PHOSPHO1 inh; H = MEKK3 PB1 HTS; I = MEKK2 mut-MEK5
#26 O=C(CSc1nnc(CNC(=O)c2cccc(C(F)(F)F)c2)o1)NCc1ccco1
  A: 15	B: 109	C: -9	D: 9	E: -0.7	F: 2	G: 21	H: 105	I: 7

#14 O=C(NCCS(=O)(=O)c1ccc(Cl)cc1)c1ccc(F)cc1
  A: -13	B: 94	C: -6	D: -2	E: 0.7	F: -1	G: 24	H: 105	I: -1

#2 CC(CN1CCCC1)OC(=O)C(c1ccccc1)c1ccccc1 (configuration not stated)
  A: -7	B: 110	C: 9	D: -7	E: -0.4	F: -2	G: -3	H: 104	I: 3

Continued.
Abbreviations: A = NALP1 yeast inh; B = MEKK2wt PB1 HTS; C = FID counter; D = GPR7 antag; E = OXTR ag; F = PfM18AAP inh; G = PHOSPHO1 inh; H = MEKK3 PB1 HTS; I = MEKK2 mut-MEK5
#31 Cc1ccc(C)c(N2CCN(C(=O)CN3C(=S)NC(C)(C)CC3C)CC2)c1 (configuration not stated)
  A: -9	B: 102	C: -11	D: -6	E: 5.4	F: 6	G: -66	H: 104	I: 2

#32 CCOc1ccccc1CN1CCN(CC2CC2)CC1CCO (configuration not stated)
  A: 7	B: 118	C: -3	D: -13	E: 0.5	F: -2	G: 26	H: 112	I: 15

#33 COc1ccc(-c2nnn3c2nc(NCc2ccccc2)c2ccccc23)cc1
  A: -19	B: 79	C: 1	D: -5	E: 0.3	F: -6	G: 32	H: 90	I: -9

#34 CCc1oc2ccccc2c1C(=O)CCN1CCCCC1
  A: 50*	B: 100	C: -2	D: 2	E: 1.0	F: 6	G: -9	H: 98	I: 1

#35 Cc1cc(C(F)F)n2nc(C(=O)Nc3cc(C)on3)nc2n1
  A: 8	B: 89	C: 7	D: 1	E: -0.1	F: -2	G: -38	H: 90	I: -10

#36 COCCn1c(SCC(=O)Nc2cccc(OC)c2)nc2c(oc3ccccc32)c1=O
  A: -10	B: 94	C: -5	D: -11	E: -1.5	F: -5	G: 44	H: 96	I: -2

#37 COc1ccc(C(=O)Nc2nncs2)c(OC)c1
  A: 26	B: 95	C: 2	D: -2	E: -0.1	F: -4	G: -3	H: 95	I: -2

#38 COc1ccc(S(=O)(=O)NCC(=O)NCc2cc(=O)n(C)c(=O)n2C)cc1
  A: 8	B: 101	C: -5	D: -2	E: -0.8	F: -4	G: 12	H: 98	I: -3

#39 COc1cc(C2NC(=O)NC(C)=C2C(=O)OC2CCCCC2)cc(Cl)c1O (configuration not stated)
  A: 3	B: 109	C: -13	D: -19	E: -0.4	F: 10	G: 34	H: 106	I: 10

#40 O=[N+]([O-])c1ccc(S(=O)(=O)NNC(=S)NCCc2ccccc2)cc1
  A: 14	B: 107	C: -2	D: -6	E: -0.4	F: -44	G: 18	H: 105	I: 7

#41 O=[N+]([O-])c1cc(S(=O)(=O)N2CCCCC2)ccc1NCCCN1CCOCC1
  A: -22	B: 92	C: 11	D: -2	E: 0.8	F: -5	G: 40	H: 97	I: -3

#42 CCOc1ccc(C(=O)CCC(=O)N2CCN(c3ncccn3)CC2)cc1
  A: 12	B: 97	C: -20	D: -18	E: -1.0	F: -7	G: ·	H: 97	I: 3

#43 COc1cccc(/C=N/NC(=O)C(C)Cn2cnc3ccccc32)c1 (configuration not stated)
  A: 1	B: 92	C: -17	D: -7	E: 0.8	F: 0	G: 25	H: 91	I: -5

#44 O=C(Nn1cnnc1)c1ccc(Cl)c([N+](=O)[O-])c1
  A: 14	B: 98	C: 0	D: -7	E: -0.3	F: 44*	G: 19	H: 95	I: -3

#45 COc1ccc(C(=O)N2CCN(C)C(=O)[C@@H]2C)cc1OC1CCN(C(C)C)CC1
  A: -2	B: 101	C: 3	D: 3	E: 0.9	F: 1	G: 33	H: 98	I: 7

#46 Cc1cccc(NC(=O)CSc2ncnc3sc(C)c(C)c23)n1
  A: 17	B: 100	C: -46	D: 2	E: ·	F: -12	G: 22	H: 103	I: -1

#47 O=C(COc1ccc(F)cc1)c1ccc2c(c1)CCCC2
  A: ·	B: 100	C: -7	D: 19	E: -1.7	F: -7	G: ·	H: 109	I: 9

#48 CCOC(=O)NC(=O)/C(C#N)=N\Nc1ccc(Cl)cc1
  A: -16	B: 102	C: 3	D: -10	E: 1.6	F: 8	G: 2	H: 102	I: 1

#49 CC(C)(C)c1ccc(C(=O)NCc2ccccc2)cc1
  A: 3	B: 95	C: -3	D: 8	E: -1.5	F: 2	G: 32	H: 102	I: 3

#50 CCOc1cccc(OCCOCCOc2ccccc2C(C)=O)c1
  A: 34	B: 111	C: -23	D: 2	E: -1.9	F: 6	G: 0	H: 193*	I: 2

#51 CCOC(=O)COc1nc(C)cc(C(F)(F)F)c1C#N
  A: 4	B: 63	C: 2	D: 8	E: 0.5	F: 1	G: 33	H: 55	I: -20

#52 COCCNC(=O)/C(C#N)=C/c1cc(C(C)C)c(OC)cc1C
  A: -11	B: 103	C: -27	D: -26	E: -2.0	F: 0	G: 61*	H: 103	I: 1

#53 Cc1cccc(OCC(=O)NC(=S)Nc2ccc(S(=O)(=O)NC3CCCCC3)cc2)c1
  A: 14	B: 96	C: -3	D: 15	E: 4.7	F: 7	G: 15	H: 101	I: 6

#54 Cc1ccccc1CN1CCN(CCCc2ccccc2)C(CCO)C1 (configuration not stated)
  A: -47	B: 116	C: 9	D: -2	E: 1.7	F: 2	G: ·	H: 111	I: 12
